PGK inhibitor: blocks T. brucei phosphoglycerate kinase; 380,000 compounds, 0.043% hits; Potency, µM (titrated, usually from 57.5 µM), for the others: at the top dose activity change, negative = inhibition, hits mostly inhibitors; P07378; PGK/GAPDH coupled, Kinase-Glo luminescence, 60 min; also: % is scaled to controls: 0 for no effect and ±100 for the full control effect; nearly all actives have a fitted effect of over 60% in size
Target sequence (P07378 whole entry, looked up): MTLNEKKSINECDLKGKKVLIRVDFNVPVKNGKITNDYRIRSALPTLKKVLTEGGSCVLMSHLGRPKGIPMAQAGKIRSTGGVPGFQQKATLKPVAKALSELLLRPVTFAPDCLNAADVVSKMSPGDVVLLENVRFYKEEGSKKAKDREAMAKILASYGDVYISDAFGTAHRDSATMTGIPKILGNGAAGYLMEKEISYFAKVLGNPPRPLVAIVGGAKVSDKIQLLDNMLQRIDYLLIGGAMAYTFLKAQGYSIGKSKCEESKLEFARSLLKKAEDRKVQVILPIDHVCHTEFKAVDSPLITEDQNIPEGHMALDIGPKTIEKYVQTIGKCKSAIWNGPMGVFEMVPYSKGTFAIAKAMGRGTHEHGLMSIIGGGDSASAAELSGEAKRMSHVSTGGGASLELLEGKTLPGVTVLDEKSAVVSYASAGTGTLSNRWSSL
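Luminescent ATP detection (Kinase-Glo Plus) follows a 60-minute room-temperature incubation, with wells lacking PGK as controls. Buffer: 100 mM TEA (pH 7.6), 5 mM MgCl2, 0.01% Tween-20. Coupling enzyme GAPDH (100 nM final) supplies unstable 1,3-BPG in-well.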
JMJD2A Tudor inh: JMJD2A Tudor domain (human) inhibition. 390,000 compounds, 4.4% hits. AlphaScreen JMJD2A-Tudor / H3K4me3 peptide binding. O75164. Potency, µM (series often up to 114 µM), without a hit: at the top dose activity change, negative = inhibition, actives largely listed as inhibitors. AID 504339; also: % is scaled to controls: 0 for no effect and ±100 for the full control effect; nearly all actives have a fitted effect of over 50% in size
Pin1 inhibitor: blocks the human prolyl isomerase Pin1 | Q13526 | Pin1 FP peptide displacement, HiFluor488, 10 min | Potency, µM (series often up to 115 µM), without a hit: at the highest dose activity, negative = inhibition, most hits filed as inhibitors | 390,000 compounds, 0.009% hits; active = well fitted inhibition curve with a large enough effect in the polarisation, with a control signal flat, not every such curve was filed as active; inconclusive = small, poorly fitted or top-dose-only effect, or effect the other way, or a change in a side signal; inactive = no such curve, though single readings can be large or run the other way; the % refers to the polarisation; also: % is scaled to controls: 0 for no effect and ±100 for the full control effect
Target sequence (Q13526 whole entry, looked up): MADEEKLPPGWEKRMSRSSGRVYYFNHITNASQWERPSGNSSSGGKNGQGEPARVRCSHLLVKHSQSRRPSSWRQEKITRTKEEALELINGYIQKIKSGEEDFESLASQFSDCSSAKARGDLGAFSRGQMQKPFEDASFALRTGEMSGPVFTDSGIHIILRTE
TrxR1 inh: inhibitors of rat thioredoxin reductase 1; 390,000 compounds, 1% hits; Potency, µM (doses to about 114 µM), inactives show at the top dose activity change, negative = inhibition, usual class: inhibitors; O89049; recombinant rTrxR1, NADPH fluorescence consumption, selenite substrate; also: % is scaled to controls: 0 for no effect and ±100 for the full control effect; nearly all actives have a fitted effect of over 65% in size
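Rat TrxR1 (90 nM in the dispensed reagent) was pre-reduced with 400 uM NADPH for 5 min at room temperature, then incubated with compound for 15 min. After 400 uM selenite was added, NADPH fluorescence (Ex 340/Em 450 nm) was followed for 8 min.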
GLS inhibitor: blocks human kidney-isoform glutaminase activity; GLS enzymatic activity, qHTS titration; 410,000 compounds, 0.21% hits; O94925; Potency, µM (top dose mostly 45.5 µM), without a hit: top-dose activity change, negative = inhibition, actives largely listed as inhibitors; also: % is scaled to controls: 0 for no effect and ±100 for the full control effect
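Glutamate formation by hKGA was monitored fluorometrically using coupled glutamate oxidase, HRP and Amplex Red. Substrate was added as 1 mM L-glutamine solution; incubation was 30 min at RT after an initial read.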
ERG-DNA inh: inhibitors of human ERG Ets domain-DNA interaction. 370,000 compounds, 0.028% hits. fluorescence polarization, His-ERG Ets domain / labelled DNA. AID 624246. Potency, µM (titrated, usually from 76.9 µM), inactives show at the top dose FP activity, negative = inhibition, actives largely listed as inhibitors; active = well fitted inhibition curve with a large enough effect in the polarisation, with a control signal flat; inconclusive = small, poorly fitted or top-dose-only effect, or effect the other way, or a change in a side signal; inactive = no such curve, though single readings can be large or run the other way; the % refers to the polarisation;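 also: polarization taken with two DNA probes labelled with fluorescein and Texas red; % of control where 0% means no effect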
Target sequence (P11308 whole entry, looked up, the tested form may be a part): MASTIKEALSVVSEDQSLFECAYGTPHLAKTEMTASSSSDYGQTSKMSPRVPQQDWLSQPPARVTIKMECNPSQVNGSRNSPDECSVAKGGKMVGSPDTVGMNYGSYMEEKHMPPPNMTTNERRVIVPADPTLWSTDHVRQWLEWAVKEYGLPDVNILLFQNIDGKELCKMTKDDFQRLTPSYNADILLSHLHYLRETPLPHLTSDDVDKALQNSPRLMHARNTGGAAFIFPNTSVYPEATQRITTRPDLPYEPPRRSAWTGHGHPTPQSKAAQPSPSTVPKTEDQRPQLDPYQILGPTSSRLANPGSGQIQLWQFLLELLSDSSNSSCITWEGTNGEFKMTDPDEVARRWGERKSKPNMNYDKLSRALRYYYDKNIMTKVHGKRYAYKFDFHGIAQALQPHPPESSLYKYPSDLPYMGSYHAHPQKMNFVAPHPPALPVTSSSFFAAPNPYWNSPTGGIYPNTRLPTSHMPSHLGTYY
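His-tagged ERG Ets domain (1 uM in the protein solution; 300mM KCl, 50mM Tris-HCl, 1mM EDTA, 1mM DTT, pH 7.5) received compound, then a probe mix of 5 nM fluorescein-DNA and 100nM Texas-615-DNA. Fluorescence polarization was read for both dyes.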
RGS4 inhibitor: inhibitors of human regulator of G protein signaling 4. Potency, µM (highest dose often 114 µM), for the others: top-dose activity change, negative = inhibition, actives largely listed as inhibitors. 390,000 compounds, 0.039% hits. Transcreener GDP fluorescence polarization, RGS4-accelerated GTP hydrolysis. P49798; also: % is scaled to controls: 0 for no effect and ±100 for the full control effect; nearly all actives have a fitted effect of over 75% in size; some results filed as inactive show a strong effect at the top dose
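MLSMR compounds (23 nl, pin-transferred) preincubated 10 min at room temperature with a 500nM (2x) first reagent, then RGS4 at 900nM (2x) plus Transcreener GDP mix added; fluorescence polarization (620/688 nm) read before and after 90 min at 30 °C.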
12-LOX inh: inhibitors of human 12S-lipoxygenase ALOX12 | P18054 | 580,000 compounds, 1.1% hits | purified 12hLO, xylenol orange hydroperoxide absorbance | Potency, µM (top dose mostly 108 µM), inactives show at the highest dose activity change, negative = inhibition, actives largely listed as inhibitors; also: % is scaled to controls: 0 for no effect and ±100 for the full control effect
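Hydroperoxide product was detected by ferrous iron/xylenol orange as the 573 to 405 nm absorbance ratio. Arachidonic acid at 40 uM (final) was turned over for 30 min at room temperature by 150 nM human 12hLO, pH 7.0 Hepes buffer, after 15 min compound preincubation.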
HP1b binding inh: blocks HP1-beta chromodomain binding to methylated histone tails. 390,000 compounds, 0.56% hits. P83916. Potency, µM (doses to about 114 µM), inactives show at the top dose activity change, negative = inhibition, usual class: inhibitors. AlphaScreen HP1-beta / biotin-H3K9me3 peptide binding; also: nearly all actives have a fitted effect of over 70% in size; inactives centre near 23
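AlphaScreen: HP1-beta (50 nM) preformed 30 min with biotin-H3(1-18)K9me3 peptide (50 nM) in PBS pH 7.4, 0.01% Tween-20. Compound added for 30 min at RT, then streptavidin donor/nickel chelate acceptor beads (10 ug/mL) for 30 min.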
* = called active by the depositor; i = inactive; ? = inconclusive; / = no result given; & = joins results of further samples; [ ] = another dose, or the depositor's remark. Unless noted, calls follow the shape of the dose curve; as a rule, active = well fitted curve in the direction sought with a large enough effect; inconclusive = small, poorly fitted or top-dose-only effect, or another doubt; inactive = no such curve, though single readings can be large; an effect the other way counts as inactive or inconclusive. Potency is read from the fitted curve at half-maximal effect. The list is partial; rates above refer to the full screens.

Molecule	PGK inhibitor	JMJD2A Tudor inh	Pin1 inhibitor	TrxR1 inh	GLS inhibitor	ERG-DNA inh	RGS4 inhibitor	12-LOX inh	HP1b binding inh
Cc1c(C)n(Cc2ccccc2)c2ncnc(Cl)c12	i	32%	3%	3%	0%	3%	-1%	-3%	73%[activator]
Cc1ccc(OCC(=O)N2CCN(C(=O)c3ccc([N+](=O)[O-])cc3)CC2)cc1	-4%	-7%	-1%	15%	-1%	4%	16%	-8%	14%
NC(=O)c1ccsc1NC(=O)COC(=O)c1ccccc1NCc1ccco1	-9%	-22%	17%	-6%	2%	2%	2%	0%	15%
CCOC(=O)c1c(C)[nH]c(C(=O)COC(=O)C(C)N2C(=O)C3CCCCC3C2=O)c1C (stereo not given)	-3%	-18%	9%	7%	-9%	5%	-36%	-8%	26%
CCOc1ccc(/C(O)=C2/C(=O)C(=O)N(CCOCCO)C2c2ccc(F)cc2)cc1 (stereo not given)	-1%	?	-2%	4%	2%	9%	16%	?	11%
COc1ccccc1-c1cc(C(=O)NCc2ccc(F)cc2)no1	-7%	27%	0%	16%	12%	11%	10%	?	30%
CCNC(=O)n1nccc1C(C)Oc1ccc(Cl)cc1 (stereo not given)	0%	32%	-6%	29%	?	-7%	0%	-19%	63%[activator]
CC(=O)Cc1nsc(Nc2ccc(F)cc2)n1	0%	-9%	12%	-39%	20%	18%	-36%	14%	28%
CCCCc1c(C)c2cc(C)ccc2[nH]c1=O	0%	-9%	?	12%	7%	3%	-13%	-1%	25%
CCOC(=O)CNC(=O)C1(NC(=O)CNC(=O)OCc2ccccc2)CCCC1	i	1%	0%	-2%	-21%	5%	-6%	-3%	22%
CC(C)C(=O)NC(=S)N1CCc2ccccc21	0%	-16%	1%	-31%	16%	9%	-4%	0%	8%
COc1ccc(C2CC(C(F)(F)F)n3nc(C(=O)NCCCn4ccnc4)cc3N2)cc1OC (stereo not given)	i	-12%	-3%	31%[activator][57.1 µM]	17%	12%	?	27%	-4%
Cc1ccc2nc3c(cc(C(=O)NC4CCS(=O)(=O)C4)n3Cc3ccccc3)c(=O)n2c1 (stereo not given)	-10%	-10%	-5%	189%[activator]	-2%	-2%	30%	-15%	32%[activator]
COC(=O)C1C(=O)C2=C(CC1C)NC(C)=C(C(=O)OC(C)C)C2c1ccc(OC)c(O)c1 (stereo not given)	i	-20%	31%[activator]	0%[57.1 µM]	19%	-4%	11%	-9%	3%
Cc1sc2nc(SCC(=O)N3CCCC3)[nH]c(=O)c2c1C	-2%	-7%	5%	26%	-1%	1%	-2%	6%[57.4 µM]	27%
Cc1cc(O)c(C(C)C)cc1N=Cc1ccccc1O	1%	?	1%	-21%	25%	8%	?	?	-17%[57 µM]
COc1ccccc1CCC(=O)Nc1ccc(S(=O)(=O)Nc2nccs2)cc1	-2%	-9%	2%	-7%	0%	/	1%	-8%	20%
COc1ccc(-c2nc(C)c(CCNS(=O)(=O)c3cc(Cl)ccc3Cl)s2)cc1	-7%	-25%	4%	-7%[57.1 µM]	-15%	2%	-19%	-10%	6%[57 µM]
O=C(Cc1ccccc1)N1CCc2[nH]nc(-c3ccccc3)c2C1	0%	-2%	-8%	-19%[57.1 µM]	-19%	-8%	-17%	3%	25%
CCNC(=S)N(CCc1c(C)[nH]c2ccc(F)cc12)Cc1cccnc1	/	?	1%	9%	6%	-8%	?	0%	?

(continued)
Molecule	PGK inhibitor	JMJD2A Tudor inh	Pin1 inhibitor	TrxR1 inh	GLS inhibitor	ERG-DNA inh	RGS4 inhibitor	12-LOX inh	HP1b binding inh
CCc1nccn1S(=O)(=O)c1ccc2ccc(C)cc2c1	-3%	-6%	1%	8%	1%	-2%	23%	0%	25%
O=C(OCc1cc(=O)n2nc(-c3cccs3)sc2n1)c1ccccc1Br	i	-36%	?	4%[57.1 µM]	-9%	1%	-12%	-3%	56%[activator]
CCOc1ccc(C2/C(=C(\O)c3ccc4c(c3)OCCO4)C(=O)C(=O)N2Cc2cccnc2)cc1OCC (stereo not given)	-3%	-24%	-5%	-12%	-5%	-2%	-3%	-18%	-8%
COc1ccc(NS(=O)(=O)c2ccc3c(c2)CCC(=O)N3)c(OC)c1	6%	-13%	4%	3%	11%	4%	20%	0%	11%
CN(Cc1ccccc1F)c1nc(-c2cccnc2)nc2ccccc12	-2%	-2%	17%	2%[57.1 µM]	-17%	7%	-24%	?	75%[activator]
COc1ccc(NC(=O)c2csc3c2CCCC3)cc1	-5%	-2%	0%	17%	2%	2%	-1%	19%	27%
CC1(C)CC(=O)C2=C(C1)N(c1ccccc1)C(=O)C(C(=O)OCc1ccccc1)C2 (stereo not given)	0%	-8%	-4%	9%	2%	7%	-14%	14%	33%
CCC(=O)N1CCN(c2ccc(NC(=O)c3ccco3)cc2)CC1	-1%	-15%	0%	1%[57.1 µM]	22%	5%	-22%	0%	17%
COc1ccc(Cl)cc1NC(=O)c1cnc2n(c1=O)CCS2	0%	-14%	-10%	8%	3%	-2%	12%	5%[57.4 µM]	37%
Cc1nnc(C)n1/N=C/c1cccc([N+](=O)[O-])c1	-1%	8%	-7%	5%	0%	-1%	-29%	-5%	35%[activator]
O=C(COc1ccc(-n2cnnn2)cc1)Nc1ccc(F)c(F)c1	6%	-13%	-4%	2%	2%	-1%	10%	-4%	25%
CCC(Sc1ncc(S(=O)(=O)c2ccc(Cl)cc2)c(=O)[nH]1)C(=O)Nc1ccc(OC)cc1 (stereo not given)	-11%	-23%	41%[activator]	1%	-18%	0%	-2%	?	-7%
CCn1cc(C(=O)N2CCN(c3ccccc3)CC2)c(=O)c2cc(S(=O)(=O)N3CCOCC3)ccc21	-1%&-4%	-14%&-18%	-1%&10%	-9%&-2%	21%&0%	-10%&12%	9%&0%	3%&1%	20%&19%
COc1ccc(C(=O)N2CCN(C3CCCCC3)CC2)c(OC)c1	-2%	-14%	-5%	18%	0%	4%	24%	-10%	26%
CCCS(=O)(=O)n1nc(-c2ccc(OC)cc2OC)cc1N	4%	-22%	1%	0%	14%	8%	3%	-6%[57.4 µM]	42%[activator]
Cc1ccc(-n2c(Cn3c(C)nc4ccccc43)n[nH]c2=S)cc1	/	8.9µM*	-2%	0%	-1%	-13%	4%	?	34%
CCc1ccc(NS(=O)(=O)c2[nH]ncc2C(=O)OC)cc1	-1%	56µM*	?	6%	?	4%	1%	-26%	18%
COc1ncc(C2=CC(=O)CC(C)(C)C2)cn1	-5%	-10%	-2%	17%	0%	7%	0%	5%	2%
O=C(Nc1ccc(NC(=O)C2CC2)nc1)c1ccccc1F	-8%	-1%	-8%	21%	-2%	-14%	-8%	?	36%
O=C(N/N=C/c1ccccn1)c1cccnc1	i	79µM*	-1%	3%	2%	11%	-20%	7%	57%[activator]

Next part:
Molecule	PGK inhibitor	JMJD2A Tudor inh	Pin1 inhibitor	TrxR1 inh	GLS inhibitor	ERG-DNA inh	RGS4 inhibitor	12-LOX inh	HP1b binding inh
CN(C)Cc1c(O)ccc2ccccc12	-10%	5%[11.4 µM]	-5%	?	-1%	3%	6%[11.4 µM]	0%	36%
Cc1ccc(S(=O)(=O)N2C[C@@H]3[C@H]4CC[C@H](C4)[C@@H]3[C@@H](C)[C@@H]2C2CCCCC2=O)cc1 (stereo not given in full)	-8%	-16%	-1%	14%	7%	-11%	17%	7%	40%[activator]
O=C(CCc1ccccc1)c1c(O)cc(O)cc1O	-6%	?	-2%	20µM*	34%[activator]	11%	0%	?	-4%
CC1C(=O)N(Cc2ccc(F)cc2)c2ccccc2N1C(=O)c1c(F)cccc1F (stereo not given)	-6%	-10%	-3%	9%	-4%	-11%	-14%	?	34%
COc1ccc(C(C(=O)Nc2ccc(C(C)C)cc2)N(C)C(=O)Cc2cccs2)cc1 (stereo not given)	-9%	-29%	1%	31%	0%	-2%	5%	?	45%[activator]
Cc1ccc(COc2ccc(-c3nnco3)cc2)cc1	0%	0%	0%	10%[2.29 µM]	10%	3%	7%	16%	29%
N/C(Cn1cncn1)=N\OC(=O)c1ccc(Cl)cc1Cl	i	-9%	-2%	27%	1%	3%	25%	7%	10%
CCOC(=O)c1cc(CC)sc1NC(=O)C1CC(=O)NN1Cc1ccccc1 (stereo not given)	-1%	?	0%	-10%[57.1 µM]	?	16%	13%	-7%	-22%
O=S(=O)(CCN1CCOCC1)c1ccc(Oc2ccc(S(=O)(=O)CCN3CCOCC3)cc2)cc1	-1%	-6%	0%	4%[57.1 µM]	-6%	1%	-19%	0%	45%[activator]
Cc1nc(COc2ccc(C(=O)NCc3ccccc3CN3CCCCC3)cc2)cs1	-2%	-18%	0%	22%	-13%	6%	-5%	177%[activator]	16%
CCOc1ccc(CCNC(=O)CN2CCN(Cc3ccccc3F)C2=O)cc1OCC	-2%	?	8%	-20%[57.1 µM]	7%	10%	11%	-6%	13%
Cc1cccc(C(=O)N[C@H](C(=O)Nc2nc3ccccc3[nH]2)C(C)C)c1	i	-29%	-1%	11%	-9%	10%	-2%	7%	33%

Single entries from the list:
PGK inhibitor with `CN(C)Cc1c(O)ccc2ccccc12` : -10%
12-LOX inh with `CCOC(=O)c1cc(CC)sc1NC(=O)C1CC(=O)NN1Cc1ccccc1` (stereo not given) : -7%
